# GAA glycogen mod: alters human alpha-glucosidase cleavage of glycogen; P10253; recombinant GAA, glycogen substrate, Amplex Red glucose oxidase fluorescence; Potency, µM (top dose mostly 76.4 µM), inactives show at the highest dose activity change, negative = inhibition, most hits filed as inhibitors; 300,000 tested, 0.38% active; AID 2100;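 note: 0% = full enzyme reaction and -100% = no-enzyme basal signal; the screen sought inhibitors and activators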
#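 Recombinant enzyme (4 nM final) with compounds titrated up to 77 uM and bovine liver glycogen (30 ug) in citrate pH 5.0, 0.01% Tween-20, 37 C 40 min. Released glucose detected by Amplex Red/glucose oxidase (Ex 573/Em 610); AC50 from Hill fits.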
# HTT ATP protect: Huntington cell model cytoprotection by ATP luminescence; PC12 HTT-Q103 induced, cytoprotection, ATP luminescence, 40 h; Potency, µM (top dose mostly 56.4 µM), for the others: cytoprotection (ATP increase), most hits filed as activators; 230,000 tested, 0.14% active; AID 1471;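 note: % of control where 0% means no effect; nearly all actives have a fitted effect of over 45% in size; toxic huntingtin expression switched on by the ecdysone agonist tebufenozide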
#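 Huntington model: PC12 line, ecdysone-inducible HTTQ103 exon1–GFP, tebufenozide 100 nM. Test articles in a dose series. Endpoint luminescence from cellular ATP.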
# aGlu spleen mod: lysosomal alpha-glucosidase (human) modulation | P10253 | human spleen homogenate, 4-MU-alpha-glucoside fluorescence | Potency, µM (top dose mostly 79.9 µM), inactives show at the top dose activity change, negative = inhibition, hits mostly inhibitors | 240,000 tested, 0.006% active;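 note: 0% = enzyme with vehicle and -100% = no enzyme basal signal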
#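 Human spleen homogenate (1 ug) with 4-methylumbelliferyl-alpha-D-glucopyranoside (1 mM final) in 50 mM citrate/phosphate pH 5.0, 0.01% Tween-20; 40 min at 37 C. Stopped at pH 10; 4-MU fluorescence Ex 365/Em 440 nm; AC50 by Hill fit.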
# GAA inh: alpha-glucosidase (human) inhibition. 200,000 tested, 0.005% active. AID 1466. Potency, µM (doses to about 76.9 µM), inactives show at the highest dose activity change, negative = inhibition, hits mostly inhibitors. P10253. purified human GAA, 4-MU-alpha-glucoside fluorescence;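 note: plate controls were uninhibited enzyme wells for no effect and no-enzyme background for full effect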
#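 Read-out is 4-methylumbelliferone fluorescence (Ex 365/Em 440 nm) after NaOH/glycine stop at pH 10. Enzyme 4 nM, substrate 400 uM, pH 5.0 citrate buffer, 20 min room temperature; AC50 from Hill-equation concentration-response.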
# Tau FP inhib: blocks human tau fibril formation measured by polarization; P10636; Potency, µM (doses to about 57.7 µM), inactives show at the highest dose activity, negative = inhibition, actives largely listed as inhibitors; K18 P301L tau heparin fibrillization, Alexa594 FP, 6 h; 280,000 tested, 0.39% active; note: % is set by controls: 0 for no effect and ±100 for the full control effect; nearly all actives have a fitted effect of over 55% in size
# Target sequence (P10636 561-689 P618L limits assumed): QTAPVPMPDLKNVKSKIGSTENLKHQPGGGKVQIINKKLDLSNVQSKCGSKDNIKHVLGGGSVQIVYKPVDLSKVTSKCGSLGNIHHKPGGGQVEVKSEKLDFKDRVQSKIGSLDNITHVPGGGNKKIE
#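 Human tau K18 […] P301L fragment, 15 uM unlabeled plus 0.24 uM Alexa 594-labeled tau (final), with compound and 20 uM heparin in 100 mM sodium acetate pH 7; 6 hr at 37 C, then Alexa 594 FP read.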
# GLA spleen mod: inhibits or activates alpha-galactosidase in human spleen homogenate | Potency, µM (top dose mostly 80 µM), for the others: at the top dose activity change, negative = inhibition, actives largely listed as inhibitors | human spleen homogenate, 4MU-alpha-Gal fluorescence, 40 min | AID 2107 | 240,000 tested, 0.008% active | P06280;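 note: 0% = enzyme with vehicle and -100% = no enzyme basal signal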
# Target sequence (P06280 32-429 limits assumed): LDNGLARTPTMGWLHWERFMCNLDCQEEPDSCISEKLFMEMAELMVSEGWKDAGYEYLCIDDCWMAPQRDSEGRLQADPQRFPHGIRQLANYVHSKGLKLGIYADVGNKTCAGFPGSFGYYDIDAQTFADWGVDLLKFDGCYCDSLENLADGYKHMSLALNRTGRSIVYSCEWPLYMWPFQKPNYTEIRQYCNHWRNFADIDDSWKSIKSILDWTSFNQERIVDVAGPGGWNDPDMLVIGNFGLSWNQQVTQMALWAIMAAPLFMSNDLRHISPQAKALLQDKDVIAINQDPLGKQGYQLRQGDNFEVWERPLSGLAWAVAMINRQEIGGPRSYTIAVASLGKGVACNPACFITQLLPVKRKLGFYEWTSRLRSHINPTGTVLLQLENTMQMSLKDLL
#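 Human spleen homogenate (1 ug) was the enzyme source, with 4-methylumbelliferyl-alpha-D-galactopyranoside (1 mM final) in pH 5.0 citrate buffer with 0.01% Tween-20. Compounds were titrated; after 40 min at 37C, NaOH/glycine stop, 4-MU fluorescence read; AC50 from Hill fits.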
# Tau ThT inhib: blocks human tau fibril formation measured by thioflavin T. recombinant tau K18 P301L, heparin-induced fibrillization, ThT fluorescence. Potency, µM (highest dose often 57.4 µM), inactives show at the highest dose activity, negative = inhibition, actives largely listed as inhibitors. 270,000 tested, 2.1% active. AID 1460; note: % is set by controls: 0 for no effect and ±100 for the full control effect; nearly all actives have a fitted effect of over 55% in size
#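 Aggregation was driven by heparin (20 uM final) acting on recombinant tau […] bearing P301L in 100 mM sodium acetate pH 7; fibrils were detected with Thioflavin T.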
# Tau fluor counter: counter-screen for tau fibril formation inhibitors; tau K18 P301L Alexa594 fluorescence, heparin fibrillization; Potency, µM (doses to about 57.7 µM), for the others: at the top dose activity change, negative = decrease; 280,000 tested, 0.93% active; AID 1463; note: % is set by controls: 0 for no effect and ±100 for the full control effect; nearly all actives have a fitted effect of over 55% in size
#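 Human tau K18 P301L (15 uM unlabeled, 0.24 uM Alexa 594-labeled) in 100 mM sodium acetate pH 7 with 20 uM heparin, 6 hr at 37 C. ThT 30 uM added, 1 hr ambient; Alexa 594 FP and total fluorescence read at 555/632 nm.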
# An asterisk follows results filed as active; ? = inconclusive; · = not tested or not shown; [ ] = remark or other dose. Calls come from the whole dose curve; as a rule, active = well fitted curve in the direction sought with a large enough effect; inconclusive = small, poorly fitted or top-dose-only effect, or another doubt; inactive = no such curve, though single readings can be large; an effect the other way counts as inactive or inconclusive. Potency is the fitted concentration of half-maximal effect. Rows are unselected; about 3.3% have a hit in one of these screens.
# Each structure is followed by: GAA glycogen mod, HTT ATP protect, aGlu spleen mod, GAA inh, Tau FP inhib, GLA spleen mod, Tau ThT inhib, Tau fluor counter
CSc1cccc(Nc2nc3c(S(=O)(=O)c4ccccc4)nnn3c3ccc(Cl)cc23)c1
  11%[76.3 µM], ·, ·, ·, -15%, ·, 6%, -7%
Clc1ccc(CO/N=C/c2c(-c3ccccc3)nc3n2CCS3)c(Cl)c1
  -6%, -29%, -3%, -3%, -5%, 7%, ?, -18%
Cc1ccc(S(=O)(=O)N2CCC(=O)N2)cc1
  -14%, 25%, -3%, 0%, -8%, -9%, ?, -16%
CCN1CCN(C(=O)c2cnn3c(C(F)F)cc(-c4ccc(C)cc4)nc23)CC1
  3%, -20%, -4%, -9%, -4%, 4%, -13%, -1%
Clc1nc2sccn2c1/C=N/n1cnc2ccccc21
  -11%, -29%[10 µM], -4%, ?, -3%, 4%, ?, -5%
O=C(Cn1cnnn1)Nc1cccc([N+](=O)[O-])c1
  0%, -31%, -8%, 5%, 10%, 0%, 3%, 3%
CN(C(=O)CC(=O)Nc1ccc(Cl)c(Cl)c1)c1ccccc1
  6%, -18%[10 µM], 8%, -5%, -7%, 11%, 1%, -12%
Cc1ccccc1OCC(=O)NCCN1CCCC1
  8%, -11%, 7%, -2%, -3%, 0%, 2%, 6%
COC(=O)c1c(NC(=O)CSc2nc3ccccc3c(=O)n2Cc2ccco2)sc(C)c1C
  -10%, 8%[10 µM], -2%, -4%, 10%, -11%, -6%, 1%
O=C1CC(c2ccccc2)CC(O)=C1C=Nc1ccccc1O (stereo unspecified)
  3%, 9%[10 µM], 3%, ?, -2%, 0%, -12%, -4%
Cc1cc2nc(-c3ccc(SCC(=O)Nc4ccc(S(=O)(=O)NC5CC5)cc4)nc3)[nH]c2cc1C
  0%, -26%[10 µM], -1%, ?, ?, 4%, ?, ?
CC1CN(C(=O)COc2ncnc3ccccc23)CC(C)O1 (stereo unspecified)
  -3%, -11%, 2%, 2%, -17%, -1%, -5%, -10%
COc1cc(C(=S)NCc2ccccc2)cc(Br)c1O
  -2%, -11%[10 µM], -5%, 3%, ?, 0%, 35µM*, ?
Cn1c(C(=O)NCc2cccs2)cc2oc3ccccc3c21
  -5%, -38%, -6%, -7%, ?, 8%, 7%, -24%
Cc1ccc(C(=O)NCc2ccco2)cc1S(=O)(=O)Nc1cccc(C)c1C
  6%, -9%[10 µM], -4%, -4%, -3%, 7%, -13%, -23%
CCOc1ccccc1NC(=O)c1cc(C(=O)Nc2ccccc2OCC)cc(N2C(=O)CCC2=O)c1
  3%, 2%[10 µM], 0%, 5%, -7%, -1%, -4%, -13%
CC1(C)CC2CC(C)(CN2C(=O)C23CCC(C)(C(=O)C2)C3(C)C)C1 (stereo unspecified)
  -1%, 0%[0.074 µM], -4%, -2%, -4%, -9%, 1%, 3%
O=C(COC(=O)c1cccnc1Cl)Nc1nc(-c2ccccc2)cs1
  -6%, 7%[10 µM], -3%, 5%, ?, 0%, ?, ?
COc1ccccc1NS(=O)(=O)c1cc(NC(=O)c2cc(=O)[nH]c3ccccc23)ccc1N1CCOCC1
  -6%, 9%[10 µM], -7%, ·, -5%, -2%, ?, ?
COc1ccccc1/C=N/NC(=O)c1csc(C)c1C
  0%, ·, 2%, -7%, 3%, 5%, -16%, 3%
CCNC(=S)N/N=C/c1ccc(-c2ccccc2)o1
  -16%, 42%[10 µM], 0%, -4%, 6%, -7%, 6%, 3%
Cc1c(NC(=O)c2cc(-c3ccc(Cl)cc3)on2)c(=O)n(-c2ccccc2)n1C
  -1%, ·, ·, ·, -1%, ·, -3%, -7%
COc1ccc(Sc2ccc(/C=C3\C(=O)NN(c4ccccc4)C3=O)o2)cc1
  -20%, 6%[10 µM], -2%, -16%, ?, 3%, 10µM*, ?
O=C(c1ccccc1F)N(NC(=O)C(O)(c1ccccc1)c1ccccc1)c1ccccc1
  -8%, -5%[1.9 µM], 5%, -9%, -1%, 10%, -2%, -4%
Cc1ccc(NS(=O)(=O)c2ccc3nc(-c4ccccc4)[nH]c3c2)cc1Cl
  -12%[76.3 µM], ·, ·, ·, 10µM*, ·, ?, ?
COc1ccc(C2/C=C\CN(CC3CC3)CC(=O)N2Cc2ccc(F)cc2)cc1 (stereo unspecified)
  0%, -14%[10 µM], 2%, ·, 3%, 1%, 11%, 12%
O=C1C(Cc2c[nH]c3ccccc23)NC(=S)N1Cc1ccccc1 (stereo unspecified)
  -15%, ·, -5%, 13%, 10%, -6%, -5%, -27%
O=C(COC(=O)c1cccc(S(=O)(=O)N2CCc3ccccc32)c1)Nc1ncc(C(F)(F)F)cc1Cl
  4%, -7%[10 µM], -5%, -1%, 1%, 0%, -6%, -21%
Cc1csc(/C(=N\O)c2csc(C)n2)n1
  0%, -2%[10 µM], 1%, 0%, -2%, 1%, -11%, -3%
CC1(C)Cc2ccccc2-c2nc3n(c(=O)c21)CCCS3
  0%, -3%[10 µM], -7%, 14%, 4%, -4%, 9%, 4%
N#Cc1c(NC(=O)CSc2n[nH]c(N)n2)oc(-c2ccccc2)c1-c1ccccc1
  -1%, 8%, -3%, ?, ?, 2%, ?, ?
O=C(NNC(=O)c1ccco1)c1cccc([N+](=O)[O-])c1
  -6%, 3%, 1%, -7%, -10%, 4%, -4%, -6%
Cc1ccc(/C=N/NC(=O)CSc2nc3ccccc3s2)o1
  4%, 0%[10 µM], 0%, 9%, -5%, -6%, -9%, 7%
N#C/C(=C(/O)COC(=O)Cc1c[nH]c2ccccc12)c1nc2ccccc2[nH]1
  -16%, -21%, -9%, 0%, 10%, 1%, ?, ?
CCC(C)NC(=O)Nc1ccc2c(c1)N(C)C(=O)c1ccccc1S2 (stereo unspecified)
  9%, ?, -7%, -9%, ?, 3%, -14%, ?
O=C(Nc1ccc(S(=O)(=O)N2CCCC2)cc1)C1CC(=O)N(c2ccccc2)C1 (stereo unspecified)
  0%, -44%[inhibitor], ·, ?, -1%, 4%, 7%, 3%
COC(=O)CNC(=O)c1cccs1
  3%, -15%, -7%, -5%, 11%, -6%, 8%, 6%
Cc1ccc(C(=O)N/N=C/c2nc3ccccc3n2C)cc1
  3%, -63%[inhibitor], -4%, -6%, -7%, -3%, ?, -7%
O=C(NCc1ccccc1)c1cccc(COc2ccc(Cl)cc2)c1
  -5%, -39%[inhibitor], 2%, -12%, -6%, 6%, -6%, -27%
CC1CC(C)CN(c2ccc(-n3cnnn3)cc2[N+](=O)[O-])C1 (stereo unspecified)
  -2%, -26%, -4%, -7%, 8%, 6%, ?, -26%
O=C(N/N=C/c1cn(-c2ccccc2)nc1-c1cccs1)c1ccc(Cl)cc1
  -1%, -5%[10 µM], 10%, 5%, ?, 7%, -5%, ?
O=C1NC(=O)C2(CCC(C(=O)O)C2)N1 (stereo unspecified)
  2%, 8%[10 µM], -3%, -2%, 8%, 0%, 5%, 6%
O=C(Nc1ccccc1)c1ccc(Cl)c(S(=O)(=O)Nc2ccccc2)c1
  5%[76.3 µM], ·, ·, ·, ?, ·, 1%, ?
CC1CCCN(S(=O)(=O)c2ccc(NC(=O)Cn3nnc(-c4ccccc4F)n3)cc2)C1 (stereo unspecified)
  -5%, 2%[10 µM], -13%, -9%, 20µM*, 4%, 8%, ?
CCOC(=O)c1sc(=S)n(-c2ccc(OC)cc2)c1N
  1%, -4%[10 µM], -17%, ·, 6%, 8%, -8%, -20%

# Another view of 2 compounds above:
> COc1ccccc1/C=N/NC(=O)c1csc(C)c1C
  GAA glycogen mod = 0%	HTT ATP protect = ·	aGlu spleen mod = 2%	GAA inh = -7%	Tau FP inhib = 3%	GLA spleen mod = 5%	Tau ThT inhib = -16%	Tau fluor counter = 3%
> CCNC(=S)N/N=C/c1ccc(-c2ccccc2)o1
  GAA glycogen mod = -16%	HTT ATP protect = 42%[10 µM]	aGlu spleen mod = 0%	GAA inh = -4%	Tau FP inhib = 6%	GLA spleen mod = -7%	Tau ThT inhib = 6%	Tau fluor counter = 3%

# (further entries)
# Each structure is followed by: GAA glycogen mod, HTT ATP protect, aGlu spleen mod, GAA inh, Tau FP inhib, GLA spleen mod, Tau ThT inhib, Tau fluor counter
CC(C)(C)n1nc2c(c1NC(=O)c1ccc(S(=O)(=O)N3CCCCC3)cc1)CS(=O)C2 (stereo unspecified)
  2%, 8%, -5%, -8%, -7%, -11%, -8%, -6%
CC1(C)Cc2c(C#N)c(N3CCN(C(=O)c4ccco4)CC3)nc(Cc3ccccc3)c2CO1
  6%, -41%[inhibitor], -2%, 4%, 2%, -7%, ?, -8%
CCOc1cc(C(=O)Nc2cccc3ncccc23)cc(OCC)c1OCC
  1%, -5%, -7%, -1%, 6%, -4%, -6%, -6%
CCCOc1cccc(C(=O)N(Cc2ccco2)C2CCS(=O)(=O)C2)c1 (stereo unspecified)
  5%, 2%[0.074 µM], 4%, 4%, -13%, 10%, -1%, -9%
Cc1ccc(Sc2ccc([N+](=O)[O-])cc2[N+](=O)[O-])nc1
  2%, ·, -13%, -5%, 6%, -16%, ?, ?
CC1CCC2(CC1)NC(=O)N(CC(=O)Nc1ccc(N3CCOCC3)cc1)C2=O (stereo unspecified)
  4%, 19%[10 µM], 0%, -3%, -4%, 0%, -13%, -14%
CC(C)(C)NS(=O)(=O)c1ccc(N2C(=O)c3ccccc3C2=O)cc1
  4%, 1%, 2%, 2%, 0%, 4%, -10%, -8%
Cc1ccc(CNC(=S)Nc2cc(C)ccc2OC(F)F)cc1
  -13%, 43%, 0%, -1%, -8%, 3%, 2%, -11%
O=C(CN1C(=O)COc2ccc(S(=O)(=O)N3CCCCCC3)cc21)N1CCN(c2cccc(Cl)c2)CC1
  -2%[76.3 µM], ·, ·, ·, -4%, ·, -12%, -15%
